# CHT inh = human CHT choline transport inhibition; Q9GZV3; CHT-expressing cells, membrane potential dye, choline response; stronger effect = lower value; B-score at 10 µM; 0.86% of 310,000 active;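 active means B-score over 3 SD under the library average, and starting fluorescence ratio not unusually high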;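 further: choline stimulus applied at its EC90 after an EC20 pre-addition; B-score computed on integrated fluorescence ratio after choline addition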
# Target sequence (Q9GZV3 whole entry, looked up): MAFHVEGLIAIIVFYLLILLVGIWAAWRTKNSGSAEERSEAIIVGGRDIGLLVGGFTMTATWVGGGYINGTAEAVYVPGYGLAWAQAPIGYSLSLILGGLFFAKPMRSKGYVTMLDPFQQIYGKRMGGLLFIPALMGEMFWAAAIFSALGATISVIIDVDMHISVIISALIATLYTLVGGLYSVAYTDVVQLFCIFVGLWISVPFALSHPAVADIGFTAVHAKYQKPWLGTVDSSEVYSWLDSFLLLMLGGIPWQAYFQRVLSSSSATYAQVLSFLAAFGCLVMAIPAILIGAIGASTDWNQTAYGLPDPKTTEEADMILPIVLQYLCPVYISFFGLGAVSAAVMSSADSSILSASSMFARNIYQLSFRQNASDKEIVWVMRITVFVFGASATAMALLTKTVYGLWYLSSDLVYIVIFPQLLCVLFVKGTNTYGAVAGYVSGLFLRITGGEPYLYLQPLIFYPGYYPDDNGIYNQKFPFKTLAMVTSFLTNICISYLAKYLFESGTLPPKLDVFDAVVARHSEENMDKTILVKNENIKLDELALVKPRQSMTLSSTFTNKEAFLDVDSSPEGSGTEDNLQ
# Kir21 inh = blocks the mouse Kir2.1 inward-rectifier potassium channel; P35561; HEK293-Kir2.1, FluxOR thallium flux fluorescence; stronger effect = lower value; B-score at 10 µM; 0.85% of 310,000 active;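 active means fluorescence ratio B-score at or below minus 3 SD of library scores, with starting-brightness B-score within 2 SD, cut at about -4.2 in these data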;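 further: channel flux triggered by added potassium and thallium sulfate stimulus; B-score of peak minus minimum fluorescence over baseline after thallium stimulus; more negative B-score means stronger Kir2.1 block with less thallium influx; some compounds called inactive have numbers as strong as hits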
# Target sequence (P35561 whole entry, looked up): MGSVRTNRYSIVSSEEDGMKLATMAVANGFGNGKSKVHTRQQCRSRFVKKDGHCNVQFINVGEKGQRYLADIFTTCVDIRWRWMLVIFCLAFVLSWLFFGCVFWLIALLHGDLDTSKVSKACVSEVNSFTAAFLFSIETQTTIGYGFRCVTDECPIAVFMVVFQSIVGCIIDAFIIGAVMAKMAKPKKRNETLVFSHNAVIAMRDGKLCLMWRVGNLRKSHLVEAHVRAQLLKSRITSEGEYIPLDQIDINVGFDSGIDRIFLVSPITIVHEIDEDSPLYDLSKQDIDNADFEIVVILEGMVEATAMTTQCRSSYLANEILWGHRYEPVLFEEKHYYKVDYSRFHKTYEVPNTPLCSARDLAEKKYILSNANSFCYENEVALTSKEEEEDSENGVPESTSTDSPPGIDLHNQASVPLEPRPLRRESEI
# * = called active by the depositor; i = inactive; / = not tested or not shown.
CHT inh | Kir21 inh | structure
i | 2.1 | Cc1cccc(NC(=O)c2sc3ncn(CC(=O)N4CCN(c5ccccn5)CC4)c(=O)c3c2C)c1
i | -0.9 | Nc1nc(SCC(=O)N2CCc3ccccc32)[nH]c(=O)c1-c1ccccc1
i | -0.38 | O=C(CN1CCCc2ccccc21)NC(=O)NC1CCCCC1
i | -0.6 | COc1ccc(N2CCN(CC(=O)N3c4ccccc4CC3C)CC2)cc1 (stereo not given)
/ | -5.6 | Nc1ccc2c3c(cccc13)C(=O)N(c1ccccc1)C2=O
i | -0.16 | Cc1ccccc1-c1nnc(NC(=O)CSc2nc3ccccc3s2)s1
i | -1.9 | Cn1ccnc1SCC(=O)Nc1ccc2ccccc2c1
i | 4.1e-16 | CCNC(=O)n1nccc1C(C)Oc1ccccc1 (stereo not given)
i | 2 | CCc1ccc(NC(=S)N(Cc2cccc(Br)c2)CC2CCC(C(=O)O)CC2)cc1 (stereo not given)
i | -1.4 | CCCCn1c(SCC(=O)N2CCc3ccccc32)nnc1-c1ccncc1
i | -3.2 | Cc1cc(C(=O)CSc2n[nH]c(-c3ccccc3F)n2)c(C)n1Cc1cccs1
i | -2.2 | COc1cc(C(=O)NCCc2c[nH]c3ccccc23)ccc1OCc1c(C)noc1C
i | 0 | COC(=O)CCc1c(C)nn(-c2ccccc2)c1C
i | -0.88 | Cc1cccc(OCCCC(=O)Nc2nccs2)c1C
i | -0.4 | O=C(CSc1nc2ccccc2o1)N1c2ccccc2Sc2ccccc21
-6.3* | -1.8 | CCOC(=O)c1nc(S(C)(=O)=O)ncc1Cl
i | -0.79 | Cc1ccc(C)c(OCC(=O)NC2CCCCCC2)c1
i | 0.04 | Cc1c(C(=O)O)cccc1N1C(=O)Nc2ccccc2N1O
i | -0.36 | C=CSc1sc(Cl)c(N(CC)CC)c1[N+](=O)[O-]
i | -1.6 | O=C(NCCc1ccccc1)/C(=C/c1ccco1)c1ccccc1
i | -0.27 | CSCC[C@H](NC(=O)C1CCN(S(=O)(=O)c2ccc(C)cc2)CC1)C(=O)NC1CCS(=O)(=O)C1 (stereo not given in full)
i | -0.36 | Cc1ccc(CNC(=O)C(CC(C)C)OC(=O)c2ccco2)cc1 (stereo not given)
i | -1.2 | Nc1nc(-c2ccc(Oc3ccccc3)cc2)cs1
i | 1.1 | CC(C(=O)N1CCN(Cc2ccc3c(c2)OCO3)CC1)n1cc([N+](=O)[O-])cn1 (stereo not given)
-6.1* | -1.1 | O=C(Nc1ccc2c(c1)OCCO2)c1ccc(S(=O)(=O)N2CCCCC2)cc1

# 3 records picked at random from those above:
CHT inh | Kir21 inh | structure
i | 0 | COC(=O)CCc1c(C)nn(-c2ccccc2)c1C
i | -0.36 | C=CSc1sc(Cl)c(N(CC)CC)c1[N+](=O)[O-]
i | -0.4 | O=C(CSc1nc2ccccc2o1)N1c2ccccc2Sc2ccccc21

# Following part.
CHT inh | Kir21 inh | structure
i | 0.4 | CSc1ccc(Cl)c(C(=O)Nc2nccs2)c1
i | 1.9 | Fc1ccc(OCc2nnc(-c3ccccc3Br)o2)c(Cl)c1
i | 0.01 | CCOC(=O)Cn1nc(/C=C/c2ccc(OC)cc2)ccc1=O
i | -0.04 | Cc1ccc(S(=O)(=O)NCC(=O)N(CC(=O)NCc2ccco2)Cc2ccccc2)cc1
i | / | ClCc1c2ccccc2cc2ccccc12
i | -0.85 | CCN(CC)c1nc(N)nc(N(c2ccccc2)c2ccccc2)n1
i | -0.32 | Clc1ccc(SCCCCN2CCOCC2)cc1
i | 0.88 | COc1ccccc1CCc1nnc(N)s1
i | -1.2 | CCOc1ccccc1CN1C(=O)c2ccccc2C1C(=O)NCC1CCCO1 (stereo not given)
-6.2* | -1.2 | CC1CCCN(CCCNC(=O)c2nn(C)c3c2CSc2ccccc2-3)C1 (stereo not given)
i | -0.09 | O=C(CSc1nnc2ccc(-c3cccnc3)nn12)Nc1ccc(F)cc1F
i | -0.04 | CCN(CC)S(=O)(=O)c1ccc(C(=O)NCCN(C)C)cc1
i | 0.96 | CCCCCCOc1ccc(OCC(O)CN2C(=O)NC(C)(C)C2=O)cc1 (stereo not given)
i | -1.3 | COc1ccc(CC(=O)OC(C)C(=O)NCc2ccc3c(c2)OCO3)cc1OC (stereo not given)
i | -0.44 | Cc1occc1-c1nnc(SCC(=O)NCc2cccs2)n1-c1ccc(F)cc1
i | 2.5 | CS(=O)(=O)N(CC(=O)Nc1ccccc1C(=O)N1CCCC1)c1ccccc1Br
i | -1.1 | Cc1noc(C)c1COc1cccc(C(=O)NCc2ccccc2Cl)c1
i | -0.56 | O=S(=O)(NCc1ccccc1)c1ccc(F)cc1Br
i | -1.1 | O=C(O)c1ccccc1N=Nc1c(O)[nH]c2ccc([N+](=O)[O-])cc12
i | -0.86 | O=C(OC(C(=O)NC1CCCCC1)c1ccccc1)c1ccco1 (stereo not given)
i | 0.56 | O=C(CCCOc1ccccc1)N1CCN(c2ccccc2)CC1
i | -0.94 | COc1ccc(/C=C/C(=O)NC(=S)N2CCCCC2)cc1OC
i | 0.39 | COc1ccc(NC(=S)N/N=C2/CCCc3c(C)cc(C)cc32)cc1
-7.8* | 0.12 | O=C(c1ccco1)N1CCN(C(c2cccs2)c2nnnn2C2CCCC2)CC1 (stereo not given)
i | -0.29 | Cc1occc1-c1nnc(SCC(=O)Nc2ccc3c(c2)OCO3)n1CC1CCCO1 (stereo not given)

# Another view of some results above:
O=C(OC(C(=O)NC1CCCCC1)c1ccccc1)c1ccco1 (stereo not given)
- CHT inh: i
- Kir21 inh: -0.86

CCOc1ccccc1CN1C(=O)c2ccccc2C1C(=O)NCC1CCCO1 (stereo not given)
- CHT inh: i
- Kir21 inh: -1.2

CCCCCCOc1ccc(OCC(O)CN2C(=O)NC(C)(C)C2=O)cc1 (stereo not given)
- CHT inh: i
- Kir21 inh: 0.96

O=C(CSc1nnc2ccc(-c3cccnc3)nn12)Nc1ccc(F)cc1F
- CHT inh: i
- Kir21 inh: -0.09

# (next part)
CHT inh | Kir21 inh | structure
i | -1.5 | CC1CCC/C(=C\c2ccc(O)cc2)C1=O (stereo not given)
i | -2.2 | CCc1cc2ccccc2nc1Cl
i | -2.3 | OC(COc1ccc(CNCCc2ccccc2F)cc1)CN1CCCCC1 (stereo not given)
i | -0.88 | CCN=C1SC(CC(N)=O)C(=O)N1CC (stereo not given)
i | -0.75 | C=CCn1c(-c2cccc(OC)c2)nc2nc3ccccc3nc21
i | -1.1 | COC(=O)c1ccc2c(c1)NC(=O)C(N1CCCCC1)S2 (stereo not given)
i | -1.8 | Cc1ccc(-c2cn(-c3ccccc3)c(SCC(=O)NC3CCS(=O)(=O)C3)n2)cc1C (stereo not given)
i | 1.2 | COc1ccc(N2CCN(CC(=O)NC(=O)NCc3ccco3)CC2)cc1
i | 0.05 | CCC(C)C(NC(=O)C(C)NC(=O)CNC(=O)CNC(=O)OCc1ccccc1)C(=O)OC (stereo not given)
i | 0.01 | Cc1cccc(NC(=O)CC2c3ccccc3Oc3ccccc32)c1
i | -2.2 | COCCNc1nc2nonc2nc1N1C[C@H]2CC[C@H]1C2
i | -0.09 | CC(NC(=O)c1ccccc1NC(=O)c1ccco1)c1ccccc1 (stereo not given)
i | -1.4 | O=C(NCCN1CCOCC1)C1CCC(=O)N1C1CCCCC1 (stereo not given)
i | 0.4 | CC1(C)CC(=S)Nc2ccccc2S1
i | 1.3 | Cc1cc(=O)[nH]c(N/N=C/c2ccc(F)cc2)n1
i | 0.07 | Cc1nn(CC(=O)N2CCN(c3ccc(Cl)cc3)CC2)c(=O)c2cccn12
i | 2 | CCNc1c(NC(=O)COc2ccc(Cl)cc2)c(=O)oc2ccccc12
i | -1.1 | COc1ccc(-c2cc3c(=O)n(CC(=O)Nc4ccc(Cl)cc4)ncn3n2)cc1
i | 0.58 | O=C(NC(Cc1ccccc1)c1ccc2c(c1)OCCCO2)c1ccccc1F (stereo not given)
i | 1.4 | O=C(Nc1ccc(OC(=O)c2ccncc2)cc1)c1ccncc1
i | -0.48 | Cc1ccc(-c2csc(N3CCN(c4cc5c(cc4Cl)nc(C(C)N)n5CCCO)CC3)n2)cc1 (stereo not given)
i | -0.33 | O=C(COCCOCC(=O)N(c1ccccn1)C1CCCCC1)N(c1ccccn1)C1CCCCC1
i | 0.32 | Cc1ccc(NC(=S)N(Cc2ccco2)C(C)c2cccs2)c(Cl)c1 (stereo not given)
i | -0.61 | Cc1oc(-c2ccc(Cl)cc2)nc1CS(=O)CC(=O)NC1CCCC1 (stereo not given)
i | -1 | Cc1cc(OC(C)C(=O)NCc2cccnc2)c2c(C)cc(=O)oc2c1 (stereo not given)
i | 0.95 | OCc1ccnc2oc3ccccc3c12
i | -0.03 | CC1CCCC(C)N1C(=O)C1CCCCC1 (stereo not given)
i | 0.17 | COc1ccc(OC)c(/C=N/NC(=O)CCc2n[nH]c(=O)[nH]c2=O)c1
i | 0.99 | CCOC(=O)c1csc(NC(=O)CSc2nnnn2-c2ccc3c(c2)OCCO3)n1
i | 0.15 | Cc1nc2ccccc2cc1C(=O)Nc1ccccc1Cl
i | 0.19 | CCCNC(=O)c1ccc2c(c1)S(=O)(=O)c1ccccc1C2=O
i | 1.1 | NC(=O)CC(NC(=O)Cc1ccc(Cl)cc1)c1ccc(N2CCN(c3ccccn3)CC2)c([N+](=O)[O-])c1 (stereo not given)
i | 0.73 | COc1ccc(OC)c(CNC(=O)Cc2c(C(=O)O)[nH]c3ccccc23)c1
i | 0.13 | Nc1cnn(C2OC(CO)C(O)C2O)c(=O)n1 (stereo not given)
i | 0.83 | COc1ccc(-c2nc3nc(SC)nn3cc2C)cc1F
i | -0.64 | O=C(Nc1ccncc1)Nc1cc(Cl)ccc1Cl
i | 0.27 | COCC(=O)N1CCc2ccc(NC(=O)c3ccc(C(F)(F)F)cc3)cc2C1
i | 0.41 | Cc1snc(S(=O)(=O)/C(C#N)=N/Nc2cccc(C(F)(F)F)c2)c1C#N
i | -1.1 | C=CCOc1ccc(C=Nc2ccc(OC)cc2)c(O)c1
i | 0.34 | COC(=O)c1cc(C)sc1NC(=O)c1cccnc1
i | 0.27 | Cc1cccc(NC(=O)c2ccc([N+](=O)[O-])o2)c1C
i | -2.1 | Cc1ccc(NC(=O)CS(=O)CC(=O)NC23CC4CC(CC(C4)C2)C3)cc1 (stereo not given)
i | -0.35 | NC(Cc1ccc(OC(F)F)cc1)C(=O)O (stereo not given)
i | 0.02 | C=CCNC(=O)c1cc(=O)c2ccccc2o1
i | 1.1 | O=C(O)C1C2C=CC(O2)C1C(=O)NCc1ccccc1Br (stereo not given)
i | 1.1 | CCOC(=O)c1sc(NC(=O)COC(=O)CNC(=O)c2ccco2)c(C(=O)OCC)c1C
i | -2.1 | O=C(CSc1ncnc2sc3c(c12)CCC3)Nc1ccccc1C(=O)O
i | 0.86 | C/C(=N\OC(=O)Nc1ccc(Cl)cc1)c1ccc(F)c(F)c1
i | -2.9 | CC(=O)Nc1ccc(S(=O)(=O)NCCCCNS(=O)(=O)c2ccc(NC(C)=O)cc2)cc1
i | 0.41 | O=C(O)c1cc(NS(=O)(=O)c2ccc(NCc3ccccc3)c([N+](=O)[O-])c2)cc(C(=O)O)c1

# (further entries)
CHT inh | Kir21 inh | structure
i | 0.56 | C/C(=N/NC(=O)c1ccc2c(c1)OCCO2)c1ccc([N+](=O)[O-])cc1
i | 0.17 | COc1ccc(N2CCN(CC(=O)Nc3cccc(S(=O)(=O)N4CCOCC4)c3)CC2)cc1
i | 0.27 | CC(C)(C)c1ccccc1OCCOCCN1CCCCCC1
i | 0.62 | CCSc1ncc(CO)c(N)n1
i | -6.2 | C=CCC1=C/C(=C\c2c(N)n3nc(CC(=O)N4CCOCC4)sc3nc2=O)C=C(OC)C1=O
i | -0.46 | CC1CCN(c2c(NCC3CCC(C(=O)NCCc4ccc(Cl)cc4)CC3)c(=O)c2=O)CC1 (stereo not given)
i | -0.36 | COc1ccc(Nc2nccc3c2nnn3C)cc1
i | 1.1 | N#CC(Sc1ccccn1)c1ccc(Cl)cc1Cl (stereo not given)
i | -0.46 | COc1ccccc1CN1CCN(Cc2cc(OC)c(OC)cc2OC)CC1
i | -1.4 | CCn1c(SCC(=O)Nc2cc(C)on2)nc2c(c1=O)SC(C)C2 (stereo not given)
i | -0.09 | COc1ccc(-c2c(-c3ccc(O)cc3O)n[nH]c2C)cc1OC
i | 0.88 | CNC(=S)Nc1ccc(N2CCN(c3ccc(C(F)(F)F)cn3)CC2)nc1
i | -0.31 | CCOC(=O)c1ccccc1NC(=O)Cn1c(=O)n(Cc2ccccc2)c(=O)c2c(C)c(C)sc21
i | -0.31 | Cc1cc2occ(CC(=O)OCC(=O)Nc3sc4c(c3C#N)CCC(C)C4)c2cc1C (stereo not given)
i | -0.93 | CCOc1ccc(C(N)=O)cc1OC
i | -0.37 | CCOc1ccc(NS(=O)(=O)c2ccc(C(=O)NC3CCN(Cc4ccccc4)CC3)cc2)cc1
i | 1.4 | Cc1ccc(NC(=O)CCn2cccc2)cc1
i | 0.65 | O=C(NC(=S)NCCc1ccccc1)c1ccccc1F
i | 0.87 | CCOC(=O)c1cc(-c2ccccc2)sc1NC(=O)CN1C(=O)NC(CC)(c2ccc(F)cc2)C1=O (stereo not given)
i | -1.7 | Cc1ccc(C)c(SCC(=O)OCC(=O)c2ccco2)c1
i | -0.33 | Cc1cc(C)nc(NS(=O)(=O)c2ccc(NC(=O)C3CC(=O)N(c4ccccc4)C3)cc2)n1 (stereo not given)
i | 0.03 | Cc1cccc2sc(NNC(=O)c3ccc(S(=O)(=O)N4CCc5ccccc5C4)cc3)nc12
